# Cav32 inh: human Cav3.2 channel inhibition, primary screen; O95180; Cav3.2-expressing cells, Fluo-4 calcium fluorescence FDSS; stronger effect = lower value; 100,000 compounds, 4% hits; B-score at 10 µM;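 active = single-dose well whose peak fluorescence ratio is a statistical outlier from its plate by either plate-standardised score or position-corrected B-score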
# An asterisk follows results filed as active. The list is partial (hit frequency here may not be typical).
SMILES,Cav32 inh
O=c1cccc2n1CC1CC2CN(c2ncnc3c2cnn3-c2ccc(Cl)cc2)C1 (stereo not drawn),0.72
COC(=O)c1ccc(-n2c(C)nc3ccccc3c2=O)cc1,0.77
CCCC(C)n1[nH]c(=O)c2c1NC(=O)CSC2c1ccc(OC)cc1 (stereo not drawn),0.031
CC(NCc1ccc(Cl)cc1)C(O)c1ccccc1 (stereo not drawn),-2.2
Clc1ccc(C2N3CCCN23)c(Cl)c1 (stereo not drawn),0.85
O=C1NC(=O)C2(Cc3ccccc3N3CCCC32)C(=O)N1c1cccc(Cl)c1 (stereo not drawn),-3
Cc1ccc(N(C)C(=O)Oc2ccc(C(=O)c3ccc(Cl)cc3)cc2)cc1,-0.8
CN1C(=O)C(Cc2cccs2)C(=O)N(C)C1=O,0.17
COc1cc(/C=N/NP(=S)(c2ccccc2)c2ccccc2)ccc1O,-1.3
C[C@@H]1O[C@@H](O[C@H]2C[C@@H](O)[C@]3(CO)[C@H]4[C@H](O)C[C@]5(C)[C@@H](C6COC(=O)C6)CC[C@]5(O)[C@@H]4CC[C@]3(O)C2)[C@H](O)[C@H](O)[C@H]1O (stereo partly drawn),0.13
CN1CCC(N2CC3CC(C2)c2cccc(=O)n2C3)CC1 (stereo not drawn),-1.8
CCn1cc(C(=O)N2CCC3(CC2)OCCO3)c(=O)c2cc(S(=O)(=O)N3CCCC3)ccc21,0.025
COC(=O)C1=C(c2ccc(S(C)(=O)=O)cc2)C[C@@H]2CC[C@H]1N2C(=O)N1CCCCC1,2.3
CCCN(CC#CCOc1ccc(OC)cc1)CCC,-1.4
CCOC(=O)N(CC)c1ccc(C(O)(C(=O)OCC)C(F)(F)F)cc1 (stereo not drawn),-1.3
O=c1[nH]c(=O)n(Cc2ccco2)c(O)c1C=NCCN1CCOCC1,0.53
COC(=O)C(O)(c1ccc(N(C)C(=O)OC(C)C)cc1)C(F)(F)F (stereo not drawn),-2.3
COc1cc(NC(=O)CN2C3CCC2CC(O)(c2cccnc2)C3)cc(OC)c1 (stereo not drawn),0.62
Oc1ccc(Br)cc1CN1CCN(c2ccccc2)CC1,-1.5
C/C(=N\NC(=O)c1ccncc1)c1c(O)[nH]c(=O)[nH]c1=O,1.9
CCc1c(C)nc(N)nc1N1N=C1SCC(N)=O,0.17
NCCc1c[nH]c2ccccc12,0.93
CN(CC(=O)Nc1ccccc1-c1ccccc1)C1CCCCC1,-2.2
O=C(C1CC(=O)N(C2CCCCCCC2)C1)N1CCC2(CC1)OCCO2 (stereo not drawn),1.5
CS(=O)(=O)N1CCCC(C(=O)N2CCC3(CC2)OCCO3)C1 (stereo not drawn),-0.16
CCCCCCOc1ccc(CN2CCN(C)CC2)cc1,0.25
O[C@H]1C2CCC1C(N1CCCCC1)CC2 (stereo partly drawn),0.46
CCCN1CCC2(CC1)NC(CO)(CO)CO2,-0.036
CC(=O)Nc1ccc(OC(=O)N(C)C)cc1,1.1
COc1cccc(-n2c(-c3ccoc3)nc3ccccc3c2=O)c1,0.37
O=C(Nc1ccc(Cl)cc1C(=O)c1ccccc1Cl)c1ccco1,-0.4
CC1CN=C(Nc2cccc3ccccc23)S1 (stereo not drawn),0.76
COC(=O)C1=C(c2cc3ccccc3o2)C[C@@H]2CC[C@H]1N2C(=O)NCc1ccc(C(F)(F)F)cc1,-0.18
Cc1cc(C)nc(NC2=NCCS2)n1,-0.55
CCCCn1c(O)c(C(C)=NC(C)c2ccccc2)c(=O)[nH]c1=O (stereo not drawn),-1
NC(=O)CN1C2CCC1CC(NC(=O)C1CC1)C2 (stereo not drawn),0.72
C=CCC1(CN2CCCC2=O)C(=O)NC(=O)NC1=O,0.084
Cn1c(O)c(/C=N/c2ncccn2)c(=O)n(C)c1=O,-2.2
COc1ccc(C2SCC(=O)Nc3c2c(C)nn3C2CCOC(C)(C)C2)cc1OC (stereo not drawn),-0.14
CCCCCCNC(=O)N[C@@H](Cc1ccc(O)cc1)C(=O)NCCC[C@H]1CN2C(=NC[C@H]2C)N1CC1CCC1,0.14
COCCNC(=O)c1c(N)n(Cc2ccco2)c2nc3ccccc3nc12,-1.6
COC(=O)C1=C(c2cccc(OC)c2OC)C[C@@H]2CC[C@H]1N2C(=O)NCCCOC(C)C,0.6
ClC1=CCC2CN(CCN3CCCCC3)CC2C1 (stereo not drawn),0.15
CCN1CCN(C(=O)COc2ccc3c(c2)C(=O)CC2(CCN(C(C)=O)CC2)O3)CC1,0.022
CCC(=NCc1ccc2c(c1)OCO2)c1c(O)n(C)c(=O)n(C)c1=O,-0.17
Cc1cc(C)c(NC2=NCCCS2)c(C)c1,-0.038
CCOC(=O)c1c(C)c(C(=O)N2CCC3(CC2)OCCO3)c(C)n1CC,0.29
CC1SC2(CN3CCC2CC3)NC1=O (stereo not drawn),1.1
CCCCCCOC(=O)c1ccccc1N,-0.087
c1ccc2c3c([nH]c2c1)CNCC3,0.16
O=C(Cc1ccccc1)N1CCN(Cc2cccnc2)CC1,0.84
COC(=O)CC1NC2CCCCC2NC1=O (stereo not drawn),1
COC(=O)C1C2c3ccccc3OC1(C)N=c1s/c(=C/c3cn(C)nc3C)c(=O)n12 (stereo not drawn),1.2
COC(=O)C1=C(c2cc3ccccc3s2)C[C@@H]2CC[C@H]1N2C(=O)NCCO,0.58
C/C1=C\[C@@H](C)C/C=C/[C@H]2[C@@H]3O[C@]3(C)[C@@H](C)[C@H]3[C@H](Cc4c[nH]c5ccccc45)NC(=O)[C@]32C(=O)/C=C/C(=O)[C@@H]1O,-1.4
Cc1nc2cc(-c3cccc(F)c3)nn2c(C)c1CCC(=O)N1CCC2(CC1)OCCO2,1
CC(=C1C(=O)c2ccccc2C1=O)N1CCN(CCN=Cc2c(O)n(C)c(=O)n(C)c2=O)CC1,0.94
CCCC1COC(Cn2cncn2)(c2ccc(Cl)cc2Cl)O1 (stereo not drawn),-1.3
CCC(C)NS(=O)(=O)c1ccc(OCC(=O)N2CCN(CC)CC2)cc1 (stereo not drawn),-0.085
O=C(Cn1cc(C(=O)c2ccccc2)c2ccccc21)NCc1ccco1,-3.2

# The list goes on:
SMILES,Cav32 inh
CN1CCN(c2ccccc2N)CC1,-0.045
CCOC(=O)CC1=C(C(=O)OCC)C2(C(=O)N1)C(C(=O)OC)=C(N)Oc1ccccc12 (stereo not drawn),-0.65
CN(C)CCCN=Cc1c(O)n(CCc2ccc(F)cc2)c(=O)[nH]c1=O,0.026
COC(=O)CC(=O)c1ccc2c(c1)OCO2,0.013
CC(=O)NC1CC2CCC(C1)N2 (stereo not drawn),-0.22
CCC(C)NC(=O)c1c(N)n(CC2CCCO2)c2nc3ccccc3nc12 (stereo not drawn),-8.7*
COc1ccc(Nc2ncc(C(=O)N3CCC4(CC3)OCCO4)c3ccccc23)cc1,-0.86
CC(C)c1oc(=O)cc2c1[C@@H](O)[C@H]1OC(=O)[C@@]3(C)C[C@@H](O)[C@@H](O)[C@@]2(C)C13 (stereo partly drawn),0.43
Cc1cc(OC(=O)c2ccco2)c2c3c(c(=O)oc2c1)CCC3,-0.094
COc1ccc(OC(=O)N(C)C)c(CN(C)C)c1,-1.1
O=C(Nc1ccc(Br)cc1)c1nn(C23CC4CC(CC(C4)C2)C3)cc1Br,-3.4
CCOC(=O)c1c(NC(=O)c2c(N)n(CCCOC)c3nc4ccccc4nc23)sc2c1CCCC2,0.2
CCOC(=O)c1c(-c2ccccc2)oc2ccc(OC(=O)N(C)C)cc12,-0.2
CCOC(=O)C1C(=O)NC23CCCC2C1c1ccccc1O3 (stereo not drawn),0.77
COc1ccc(CCNC(=O)c2c(N)n(CCN3CCOCC3)c3nc4ccccc4nc23)cc1OC,0.31
CC(C)c1cccc(C(C)C)c1O,-0.59
O=C(Nc1ccc(OC(=O)N2CCCC2)cc1)N1CCOCC1,-0.94
Cc1ccsc1-c1nc(CSCC(=O)N2CCC3(CC2)OCCO3)c(C)o1,0.71
COc1ccccc1CN1CCN(C(=O)COc2cccc(C)c2)CC1,0.11
CCCCc1nc2ccccc2c(=O)n1-c1ccccc1[N+](=O)[O-],-1.2
CCOC(=O)/C(CCCN(CC)CC)=N\O,1.3
COc1cc(Cn2c(N)c(C(=O)NCc3ccco3)c3nc4ccccc4nc32)cc(OC)c1OC,-1.5*
CC(=O)CC(C)(C)n1c[n+](C)nn1,0.028
O=C(CN1CCN(CCO)CC1)Nc1ccc(Cl)cc1C(=O)c1ccccc1,1.1
CCN1C[C@]2(CO)CC[C@H](OC)[C@@]34C5C[C@H]6[C@H](OC)C5[C@](O)(C[C@H]6OC)[C@@H](C(OC)C23)[C@@H]14 (stereo partly drawn),-0.39
Cc1ccc(CCN2CC(C(=O)N3CCC4(CC3)OCCO4)CC2=O)cc1 (stereo not drawn),0.34
C=C1C(=O)O[C@@H]2C[C@@H](C)[C@@H]3C=CC(=O)[C@@]3(C)[C@@H](OC(=O)CC(=O)O[C@H]3[C@@H]4C(=C)C(=O)O[C@@H]4C[C@@H](C)[C@@H]4C=CC(=O)[C@]43C)[C@H]12,1.6
O=C(CN1C2CCC1CC(O)(c1cccnc1)C2)Nc1ccc2c(c1)OCO2 (stereo not drawn),-0.3
CCOP(=O)(OCC)C(NC(=O)c1ccc(Cl)cc1)=C(Cl)Cl,1.1
Nc1c(C(=O)NCCCc2ccccc2)c2nc3ccccc3nc2n1Cc1cccs1,0.15
FC(F)(F)c1cccc(-n2nnnc2C2(N3CCOCC3)CCCCC2)c1,-1.7
Nc1cccc(N=Cc2c(O)n(Cc3ccc(F)cc3)c(=O)[nH]c2=O)c1,-0.29
O=C1CN=C(c2ccc(Br)cc2)c2oc3ccccc3c2N1,0.92
COc1cc(/C=N/NC(=O)CN2CC(c3ccccc3)CC2=O)ccc1OC(=O)N(C)C (stereo not drawn),0.74
c1ccc2cc(CC3=NCCN3)ccc2c1,0.8
CCOc1ccc(C2SCC(=O)Nc3c2c(=O)[nH]n3C2CCCCCC2)cc1 (stereo not drawn),0.095
O=P(c1ccccc1)(c1ccccc1)N1CCCCC1,-0.8
COc1ccc(C2=NCC(=O)N(CC(=O)NCc3ccco3)c3sc4c(c32)CCCC4)cc1OC,-0.31
CC1C(c2cccs2)=[N+]([O-])C(C)(C(=O)c2ccc(Cl)cc2)N1O (stereo not drawn),0.047
CCOc1ccc(-n2c(O)c(C=Nc3ccc(N4CCOCC4)cc3)c(=O)[nH]c2=O)cc1,0.06
N#Cc1ccccc1Cn1cc(C(=O)C2CC2)c2ccccc21,-0.15
CCN1CC=C(c2c[nH]c3ccccc23)CC1,0.00061
NS(=O)(=O)c1ccc(N=Cc2c(O)n(C3CCCCC3)c(=O)n(C3CCCCC3)c2=O)cc1,-0.088
COc1ccc(N2C(=O)NC(=O)C(CCc3ccncc3)(CCc3ccncc3)C2=O)cc1,0.57
O=C(Nc1ccc2ccccc2c1)c1nn(C23CC4CC(CC(C4)C2)C3)cc1Br,0.02
O=C1CC(=O)N(c2cccc(Cl)c2)C(=O)N1,0.027
COc1cccc(NC(=O)CN2CC(c3ccccc3)CC2=O)c1 (stereo not drawn),-3.3
CC(=NCC1CCCO1)c1c(O)n(-c2ccccc2)c(=O)[nH]c1=O (stereo not drawn),-0.96
CCN(CC)c1ccc(N=Cc2c(O)n(-c3cc(OC)ccc3OC)c(=O)[nH]c2=O)cc1,-3.3
Cc1ccc(S(=O)(=O)Cc2ccc(C(=O)N3CCC4(CC3)OCCO4)o2)cc1,0.022
CN1C(=O)/C(=C/c2cccn2-c2ccc3ccccc3c2)C(=O)NC1=S,0.39
CC(=Nc1ccc2c(c1)CCC2)c1c(O)n(C2CCCCC2)c(=O)[nH]c1=O,-1.4
O=C1C2CCN(CC2)[C@@H]1Cc1ccc2ccccc2c1O,0.59
CN(C)c1cc(N)c2c(n1)CCC2 (tested in a mixture with another compound),0.59
C=C(COC(=O)CCC(=O)O)CC1CC(O)[C@]2(C)OC3CC4OC5C[C@]6(C)O[C@]7(C)CCC8OC9C[C@]%10(C)OC%11C(C)=CC(=O)OC%11CC%10OC9C[C@@H](C)C8OC7CC6O[C@]5(C)C/C=C\C4OC3CC2O1 (stereo partly drawn),0.76
CCCCNC(=O)Nc1ccc(C(O)(C(=O)OCC)C(F)(F)F)cc1 (stereo not drawn),-2.1
COC(=O)N(c1ccc(OC)cc1)P1(=S)OCCC(C)O1 (stereo not drawn),-0.072
CCC(=NCc1ccco1)c1c(O)n(-c2ccc(OC)cc2)c(=O)[nH]c1=O,0.33
N#CC1=C(N)Oc2c(c(=O)oc3ccccc23)C1c1ccncc1 (stereo not drawn),1.6
C/C=C1/CN2C3CC1C(CO)(C(=O)OC)C2Cc1c3n(C)c2ccccc12 (stereo not drawn),0.62
COC(=O)C1=C(c2cc3ccccc3s2)C[C@@H]2CC[C@H]1N2C(=O)N1CCCC1,-0.045
NC12CN3CN(CN(C3)C1)C2 (tested in a mixture with another compound),0.12
